IkB signaling: IkB pathway inhibition in ABC-DLBCL cells. ABC-DLBCL IkBa-CBG/CBR dual luciferase ratio, 4 h; response scale: scaled: untreated 0%, proteasome inhibitor 100%. Potency, µM (doses to about 57.1 µM), for the others: top-dose IkBa stabilization activation. 0.04% of 110,000 active. AID 445; active = well fitted curve in the direction sought with a large enough effect in the signal ratio, not every such curve was filed as active; inconclusive = small, poorly fitted or top-dose-only effect, or a change in a side signal; the % refers to the signal ratio;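 also: the direction sought is a rising ratio; 0% = basal untreated cells and 100% = reference inhibitor full response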
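Curves were fitted separately to fusion (green), unfused (red) and ratio luminescence, then classed by r2, magnitude and activity. Cells: OCI-Ly3, 4 h compound plus doxycycline at 37C; 10 uM MG-132 defined full response.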
p53ts 32C kill: p53ts cell cytotoxicity, permissive temperature | 0.93% of 130,000 active | Potency, µM (doses to about 46.1 µM), for the others: at the top dose activity change, negative = cytotoxicity, actives largely listed as cytotoxic | H1299-p53A138V at 32C, ATP luminescence viability, 24 h;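 also: 0% = DMSO and -100% = full killing by reference compound; nearly all actives have a fitted effect of over 55% in size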
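Viability by ATPlite luminescence after 24 h compound treatment (up to 46 uM) at the permissive 32C. Cells are H1299 carrying p53 A138V. Scale runs from DMSO basal to 100 uM tamoxifen as full kill; AC50 from Hill fits.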
p53ts 39C tox: cytotoxicity in p53ts cells at nonpermissive temperature. H1299-p53A138V viability at 39C, ATP luminescence, 24 h. Potency, µM (top dose mostly 46.1 µM), for the others: at the top dose activity change, negative = cell killing, actives largely listed as cytotoxic. 1.5% of 130,000 active. AID 902; also: nearly all actives have a fitted effect of over 55% in size
Imprint erasure: genomic imprint erasure induction; mouse ES Peg3-LacZ reporter, beta-gal luminescence, 40 h; Potency, µM (top dose mostly 60.7 µM), for the others: top-dose activity change, positive = activation, usual class: activators; 0.02% of 110,000 active;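 also: 0% = negative control wells on the plate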
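Readout: BetaGlo luminescence (5 min, room temp) for LacZ from the normally silent maternal Peg3 allele in female Peg3LacZ-Neo ES cells. Cells 300/well, 40 h, 37C, 5% CO2. Data normalized per plate to negative controls.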
An asterisk follows results filed as active; ? = inconclusive; · = no result given; [ ] = dose if it differs, or a comment. Unless noted, calls follow the shape of the dose curve; as a rule, active = well fitted curve in the direction sought with a large enough effect; inconclusive = small, poorly fitted or top-dose-only effect, or another doubt; inactive = no such curve, though single readings can be large; an effect the other way counts as inactive or inconclusive. Unless noted, % is scaled to controls: 0 for no effect and ±100 for the full control effect; potency is read from the fitted curve at half-maximal effect.

The line under a structure holds: IkB signaling | p53ts 32C kill | p53ts 39C tox | Imprint erasure
CCOC(=O)c1c(C)[nH]c(C)c1S(=O)(=O)N(C)CC(=O)Nc1ccc(C)cc1C
  -0.6% | 5% | -6% | -11%[10.9 µM]
COC(=O)c1ccc(Oc2nc(NC(C)C)nc(N(C)C)n2)cc1
  -0.2% | -3% | -17% | -11%
CN1CCN(S(=O)(=O)c2ccc(NC(=O)c3ccc(Br)o3)cc2)CC1
  0.6% | -3% | -12% | -13%
COc1ccc(C(=O)N(CCN2CCOCC2)CC(=O)NC2CCCC2)cc1OC
  0.8% | 6% | -1% | 2%
COc1ccc(-c2ccc(-c3noc(-c4cc(OC)cc(OC)c4)n3)c(OC)n2)cc1
  1.1% | -2% | -17% | 10%[10.9 µM]
O=C(O)c1ccc(C(=O)O)c2c(C(=O)O)ccc(C(=O)O)c12
  1.4%[11.4 µM] | -8%[9.22 µM] | -5%[9.22 µM] | -12%[10.9 µM]
O=C(C1CCCN(S(=O)(=O)c2cccc3cccnc23)C1)N1CCN(c2ccccc2F)CC1 (centres undefined)
  0.9% | 5% | 4% | -12%
O=C(NCc1ccc2c(c1)OCO2)Oc1ccccc1
  -0.9% | -13% | 0% | ?
C=CCc1c(C)nc2nc(SCC(=O)Nc3ccc(C)c(C)c3)nn2c1C
  ? | -12% | 13µM* | -15%[10.9 µM]
Cc1cccc(NC(=O)CC2NC3CCCCC3NC2=O)c1 (centres undefined)
  -2.6% | -2% | 1% | 6%
COc1ccc(CCNC(=O)CCCn2c(=O)c3ccccc3n(Cc3c(C)cc(C)cc3C)c2=O)cc1OC
  -0.2% | 10% | 12% | -5%[10.9 µM]
CCOC(=O)c1cc2c(=O)n3ccccc3nc2n(Cc2ccco2)c1=NC(=O)c1cccc(F)c1
  ? | -3% | -9% | -8%[10.9 µM]
ClCCl
  -0.9% | 10%[1.84 µM] | 4% | 2%
CC(C)Cn1c(-c2ccccc2Cl)nc2ccccc21
  ? | -6% | -20% | -14%[10.9 µM]
CCC1(COC(NC(=O)c2cccnc2)(C(F)(F)F)C(F)(F)F)COC1
  3.7% | 4% | 11% | -17%
O=C(CCCc1ccccn1)c1ccccc1
  4.1%[11.4 µM] | -19%[9.22 µM] | -17%[9.22 µM] | -24%[10.9 µM]
Cc1c(C(=O)NCc2ccc3c(c2)OCO3)oc2ccc(S(=O)(=O)N3CCCCCC3)cc12
  0.4% | -14% | 27% | -5%
COc1ccc(C2SCCN2C(=S)Nc2ccc(F)cc2)cc1 (centres undefined)
  · | 4% | 8% | ·
CC1(C)CC(NS(=O)(=O)c2ccc(S(=O)(=O)N3CCOCC3)cc2)CCO1 (centres undefined)
  0.5% | -1% | 1% | -17%
CCOc1ccc(-c2nn(-c3ccc(F)cc3)c3c2cnc2ccc(F)cc23)cc1
  -0.9% | 6% | 12% | 17%[10.9 µM]
Brc1cccc(-c2nnn3c2nc(NCc2ccc4c(c2)OCO4)c2ccccc23)c1
  ? | -5% | ? | -12%[10.9 µM]
CCOC(=O)CC(=O)CSc1nc2c(sc(=S)n2-c2ccccc2)c(=O)[nH]1
  1.7% | 4% | 7% | 4%
O=C(NCc1cccs1)Nc1ccc2c(c1)OCO2
  ? | ? | -28% | -30%[inhibitor]
CC(C)c1nc(N(C)S(C)(=O)=O)nc(-c2ccc(F)cc2)c1/C=C/C(O)CC(O)CC(=O)O (centres undefined)
  · | 5% | -5% | -5%
COc1ccc(OC)c(NC(=O)CN(C)S(=O)(=O)c2ccc(C(=O)N3CCOCC3)s2)c1
  -1.5% | -5% | -7% | -12%[10.9 µM]
CCOC(=O)c1cc2ccc(OC)c(OC)c2c(=O)s1
  -2.5% | -13% | -21% | -27%
Cc1ccn2c(Nc3c(C)cccc3C)c(-c3ccsc3)nc2c1
  ? | -1% | -24% | -8%[10.9 µM]
O=C(NC1CC(=O)N(c2ccc(F)cc2)C1)c1ccc(S(=O)(=O)N2CCCCC2)cc1 (centres undefined)
  0.2% | -12% | 13% | -11%[10.9 µM]
CCCCN1CC(c2nc3ccccc3n2CCCCOc2cc(C)cc(C)c2)CC1=O (centres undefined)
  ? | 1% | -5% | -10%[10.9 µM]
O=C(COc1ccc(Cl)cc1)NCc1nnc(SCC(=O)c2ccccc2)o1
  7.8% | 8% | -5% | -18%
O=C(Nc1ccc2c(c1)OCO2)C1CCCN1C(=O)Nc1ccccc1F (centres undefined)
  0.9% | -2% | -6% | -1%
Cn1c(=O)sc2cc(NS(=O)(=O)c3ccc(C(C)(C)C)cc3)ccc21
  ? | -1% | 3% | 26%[10.9 µM]
CCC(C)n1cnc2c(c1=O)c1nc3ccccc3nc1n2-c1ccc2c(c1)OCCO2 (centres undefined)
  -0.8% | 7% | 7% | 2%
Cc1cc(C2=CC(C)(c3cc(C)oc3C)Nc3nc(C(F)(F)F)nn32)c(C)o1 (centres undefined)
  ? | 30%[activator] | 22% | -35%[inhibitor]
COC(=O)c1sccc1S(=O)(=O)N(CC(=O)Nc1cc(C)ccc1C)c1ccc(C)c(C)c1
  ? | 3% | ? | -12%[10.9 µM]
CCN1CCN(c2nc3c(S(=O)(=O)c4ccc(Br)cc4)nnn3c3ccsc23)CC1
  -1.3% | 5% | 8% | -2%[10.9 µM]
CN(C)C1(CNC(=O)COc2cccc(Cl)c2)CCCCC1
  ? | -14% | 28% | -17%[10.9 µM]
COc1cc(C2c3c(oc4ccc(C)cc4c3=O)C(=O)N2c2cc(C)ccn2)cc(OC)c1OC (centres undefined)
  1.1% | 5% | 3% | -6%
Cc1ccccc1C(=O)Nc1nnc(S(=O)(=O)N2CCc3ccccc32)s1
  0.1% | 5% | -16% | 10%[10.9 µM]
CCc1ccc(Nc2nnc(-c3cc4cc(OC)ccc4oc3=O)s2)cc1
  1.6% | 8% | -10% | -2%[10.9 µM]
COC(=O)c1cc2occc2n1CC(=O)N(C)C1CCCCC1
  -0.5% | 29% | 18% | -8%
Cc1ccc(CS(=O)(=O)CCC(=O)NCCN2CCCC2)cc1
  -0.3% | 5% | -2% | 1%
Cn1c(=O)c2[nH]c(CCCc3ccc([N+](=O)[O-])cc3)nc2n(C)c1=O
  2.2%[11.4 µM] | -4%[9.22 µM] | 5%[9.22 µM] | -3%[10.9 µM]
CC12CCC(C(N)=O)(c3nc4ccccc4nc31)C2(C)C (centres undefined)
  -1.2% | 12% | 7% | -4%
COCCNC(=O)C1(C)C=CCN1C(C)=O (centres undefined)
  · | 8% | -8% | -9%
CCOC(=O)C1CCN(C(=O)CNC(=O)OC(C)(C)C)CC1
  0.6% | -5% | 1% | -9%
Cc1ccc(-n2ncc3c(N4CCN(C)CC4)ncnc32)cc1
  1.1% | ? | ? | -23%[10.9 µM]
CCCOC(=O)/C(C(N)=NCc1ccccc1)=C(\O)OCCC
  -1.4% | -3% | 7% | -21%
CCCN(CC1CC1)C(=O)Nc1ccccc1C
  0.8% | 6% | -3% | -14%
CC(C)C(C)/C=C/C(C)C1CCC2C3=CC=C4CC(O)CCC4(C)C3CCC21C (centres undefined)
  · | -9% | 1% | -15%
Cc1csc2nc(-c3ccc(NS(=O)(=O)c4cccc(F)c4)cc3)cn12
  ? | 8% | -4% | 4%[10.9 µM]
COC(=O)COc1cccc(NS(=O)(=O)c2ccc(NC(C)=O)cc2)c1
  7.7% | 14% | 4% | -17%
COc1ccc(S(=O)(=O)NCCSc2nnnn2-c2ccccc2)cc1
  -1.7% | -7% | -1% | -7%[10.9 µM]
CCOC(=O)C1=C(C)NC(=O)NC1c1cccnc1 (centres undefined)
  2.1% | -1% | 20% | -4%
Cc1ccc(-c2nc(CSCC(=O)NCCN3CCN(Cc4ccccc4)CC3)c(C)o2)cc1
  ? | -9% | -20% | -22%
CCOC(=O)c1c(N)n(-c2cccc(C)c2C)c2nc3ccccc3nc12
  -4.8% | -12% | 11% | -12%[10.9 µM]
Cc1cc(NC(=O)c2cc(-c3ccccc3)on2)n(-c2ccccc2)n1
  ? | 10% | 14% | -10%
Cc1ccc(CNC(=O)C2CCN(C(=O)c3ccc(-n4ccc5ccccc54)s3)CC2)cc1
  3.6% | -10% | -11% | 2%[10.9 µM]
Cc1cccc(CC(=O)N2CC(=O)Nc3ccc(F)cc3C2c2ccccc2)c1 (centres undefined)
  ? | 4% | 12% | -11%[10.9 µM]
O=C(Oc1ccc2c(c1)OCO2)c1ccc(Br)c(S(=O)(=O)N2CCOCC2)c1
  1.0% | 1% | 0% | -3%

Later entries
compound | IkB signaling | p53ts 32C kill | p53ts 39C tox | Imprint erasure
O=C(CC(c1ccccc1O)N1CCCCC1)N1CCCCC1 (centres undefined) | -1.4% | -2% | 5% | -12%
O=C(NC1CCN(Cc2ccccc2)CC1)c1ccc(-n2c(=O)c(=O)[nH]c3ccccc32)cc1 | · | -3% | 5% | ·
O=C(NCc1ccccc1)c1nn(-c2ccccc2)nc1CO | ? | -8% | -8% | 8%[10.9 µM]
CCOc1ccc2[nH]c(=O)c(CN(CCOC)C(=O)N3CCOCC3)cc2c1 | -1.0% | -1% | 6% | -5%
COC(=O)c1ccc(S(=O)(=O)NCc2cccc(OC)c2)n1C | -1.5% | -2% | -8% | -10%
COC(=O)CSc1nc2cc3c(cc2cc1C#N)OCO3 | -2.5% | 4% | 4% | -35%[inhibitor]
CC(C)(C)NC(=O)C(OC(=O)Cn1nnc(-c2ccc(F)cc2)n1)c1ccncc1 (centres undefined) | -0.3% | 6% | 7% | 0%
O=c1sc2ccccc2n1CCOc1ccccc1 | -0.2% | -16% | -25% | -24%
CCOC(=O)Cc1cc(=O)n2[nH]c(C)c(-c3ccccc3)c2n1 | 2.1% | -8% | 6% | 1%
CCOc1ccccc1N1CC(c2nc3ccccc3n2CCCOc2ccc(OC)cc2)CC1=O (centres undefined) | ? | ? | ? | -6%[10.9 µM]

Four entries from above, as labelled records.
COC(=O)c1ccc(S(=O)(=O)NCc2cccc(OC)c2)n1C
  IkB signaling = -1.5%
  p53ts 32C kill = -2%
  p53ts 39C tox = -8%
  Imprint erasure = -10%
COC(=O)CSc1nc2cc3c(cc2cc1C#N)OCO3
  IkB signaling = -2.5%
  p53ts 32C kill = 4%
  p53ts 39C tox = 4%
  Imprint erasure = -35%[inhibitor]
CC(C)(C)NC(=O)C(OC(=O)Cn1nnc(-c2ccc(F)cc2)n1)c1ccncc1 (centres undefined)
  IkB signaling = -0.3%
  p53ts 32C kill = 6%
  p53ts 39C tox = 7%
  Imprint erasure = 0%
O=c1sc2ccccc2n1CCOc1ccccc1
  IkB signaling = -0.2%
  p53ts 32C kill = -16%
  p53ts 39C tox = -25%
  Imprint erasure = -24%

Next section:
compound | IkB signaling | p53ts 32C kill | p53ts 39C tox | Imprint erasure
CC(=O)Nc1ccc(S(=O)(=O)N2CCCC2C(=O)O)cc1 (centres undefined) | -0.9% | 2% | 7% | 3%
Cc1cc(=O)n2ncnc2n1COCCO | -0.7% | 11% | 4% | -8%
Cc1ccc2onc(CC(=O)Nc3cc(F)ccc3F)c2c1 | ? | 4% | -19% | -5%[10.9 µM]
Cc1cccc(NC(=O)CSc2nnc(CCCCCNC(=O)OC(C)(C)C)o2)c1C | 1.4% | -22% | -6% | 1%
CC1CCCCC1NC(=O)c1cc2c(s1)CS(=O)(=O)C2 (centres undefined) | 1.2% | -8% | 6% | 3%
COC(=O)C(F)(F)Sc1c(C)[nH]c2ccccc12 | 3.1% | -4% | 6% | 1%
Cc1cccc(-n2cnc3cc(C(=O)NCc4ccccc4Cl)ccc32)c1 | -1.7% | ? | -27% | -13%[10.9 µM]
O=C(Cn1cnc2ccccc2c1=O)Nc1ccc2c(c1)OCCO2 | -2.0% | ? | ? | -17%
COC(=O)CNC(=O)C1(CC(C)C)C=CCN1C(C)=O (centres undefined) | · | -6% | -4% | -33%[inhibitor]
O=C1CC(c2nnc(Cc3ccccc3Cl)o2)CN1c1ccccc1 (centres undefined) | 1.5% | 3% | -15% | -10%[10.9 µM]
COc1oc(-c2ccccc2)nc1C(F)(F)F | -0.5% | -8% | 13% | 6%
CCC(C)N1CCCC1C(=O)Nc1c(C)cc(C)cc1C (centres undefined) | · | 8% | 12% | ·

Assay outcomes deposited in PubChem by National Center for Advancing Translational Sciences (NCATS).
